Bioassay records from PubChem.
Mdm2 ligase inh – Mdm2 E3 ligase (human) inhibition; Q00987; cell-based MDM2 ubiquitination luciferase reporter, 2 h; 0 = plate control, 100 = twice control, blank-subtracted; signal enhancement, % at 5 µM; hit rate 0.11% among 210,000; AID 1230;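 active = signal enhancement of 30% or more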;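 note: luminescence tracks abundance of the self-degrading MDM2-luciferase fusion protein; higher signal means inhibition of MDM2 E3 ligase activity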
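system = mammalian cells stably expressing self-ubiquitinating, self-degrading MDM2 E3–luciferase fusion | quantity = 2000 cells per well seeded | incubation = 4 h cell settling then 2 h compound exposure, 37 °C | signal = SteadyLite luminescence, 15 min reagent step | benchmarks = plate control and blank wells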
Rad51 HR inh – Rad51 (human) homologous recombination inhibition; Q06609; hRad51 DNA strand exchange, fluorescence dequenching; inhibition, % at 10 µM; hit rate 0.085% among 200,000;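 active = inhibition above 40% at the single screening dose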;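 note: 0% = DMSO control wells and 100% = blanks with heterologous ssDNA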
Target sequence (Q06609 whole entry, looked up): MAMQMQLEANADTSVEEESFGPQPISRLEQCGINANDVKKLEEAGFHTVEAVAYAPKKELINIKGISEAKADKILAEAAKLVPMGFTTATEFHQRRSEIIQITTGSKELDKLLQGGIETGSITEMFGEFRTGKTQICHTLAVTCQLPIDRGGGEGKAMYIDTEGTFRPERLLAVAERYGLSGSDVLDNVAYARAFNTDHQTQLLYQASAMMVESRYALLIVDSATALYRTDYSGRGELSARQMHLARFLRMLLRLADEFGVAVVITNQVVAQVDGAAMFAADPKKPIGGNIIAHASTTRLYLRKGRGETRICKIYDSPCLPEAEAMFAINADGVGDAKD
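material = hRad51 filaments on single-stranded DNA | timing = filaments 15 min 37 °C, then compound 30 min | signal = FRET fluorescence dequenching, excitation 485 nm, emission 520 nm | benchmarks = control wells and blank wells on each plate | evaluation = percent inhibition relative to plate controls and blanks | compound = 10 µM final, single point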
EBV gp42 block – inhibitors of Epstein-Barr virus glycoprotein 42; hit rate 0.42% among 220,000; inhibition, % (tested at 21.74 µM); Fluorescence polarization binding assay, mP read-out; in the data active = inhibition above about 50%
Target sequence (Q1HVG2 whole entry, looked up): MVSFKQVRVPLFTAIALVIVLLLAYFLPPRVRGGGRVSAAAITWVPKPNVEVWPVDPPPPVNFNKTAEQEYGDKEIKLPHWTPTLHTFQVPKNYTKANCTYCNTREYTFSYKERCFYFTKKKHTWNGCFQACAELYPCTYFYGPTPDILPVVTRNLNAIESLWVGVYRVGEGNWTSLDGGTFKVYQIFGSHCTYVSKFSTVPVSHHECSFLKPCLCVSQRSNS
TNF death inh – inhibitors of TNF-alpha induced necroptosis in Jurkat FADD-/- cells. Jurkat FADD-/- TNF necroptosis rescue, ATP luminescence, 24 h; 0 = TNF only, 100 = no-TNF cells. activation (protection from cell death), % at 10 µM. hit rate 0.068% among 220,000;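 active = activation, meaning protection from cell death, of at least 50% relative to plate controls; inactive = activation below 50%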;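 note: necroptosis triggered by 40 ng/mL TNF-alpha added together with compound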
eIF4E-4G inh – inhibitors of eIF4E and eIF4G interaction in translation initiation. P63073+Q04637. TR-FRET eIF4E-eIF4GI(517-606) binding, 2 h. inhibition, % at 21.7 µM. hit rate 0.37% among 220,000. AID 782;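 active = inhibition above about 30%, limit read from the data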;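 note: 0% = full FRET control wells and 100% = background wells lacking eIF4GI fragment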
KCC2 mod – KCC2 (human) Cl- transport modulation. Q9H2X9. KCC2 cells, thallium flux FluoZin-2 fluorescence. B-score of Tl+ flux slope (higher = more flux/activation; lower = inhibition) at 10 µM. hit rate 2.2% among 190,000. AID 1456;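 active = thallium flux slope and its plate-corrected score both differing from the plate sample mean at a set confidence after two filtering rounds, in either direction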;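 note: slope of fluorescence scaled to starting intensity during 10 to 20 s after thallium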
L929 necroptosis – blocks zVAD induced death of L929 cells; L929 zVAD necroptosis rescue, ATP luminescence, 24 h; with zVAD 60 µM; viability rescue, % at 10 µM; hit rate 0.38% among 220,000; AID 1377;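 active = activation, scaled between plate controls, above about 75%, limit read from the data; inactive = activation under that limit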;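 note: 0% = zVAD with DMSO and 100% = DMSO alone without zVAD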
PERK inhibitor – inhibitors of human PERK kinase | Q9NZJ5 | hit rate 0.17% among 220,000 | AID 1416 | inhibition, % at 5.6 µM | CHO PERK-DD fusion, SEAP luminescence translation reporter;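 active = inhibition above the mean inhibition of all tested compounds plus 3 SD, set separately per screening campaign, cut at about 2.9% in these data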;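 note: PERK kinase domain activated by AP20187 dimerizer at 100 nM; 0% = DMSO with dimerizer and 100% = rapamycin at 8.4 µM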
m-calpain inh – calpain II (pig) inhibition. purified calpain II, fluorogenic peptide substrate, 30 min. inhibition, % at 16 µM. hit rate 0.37% among 220,000. AID 1236;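 active = inhibition above about 50%, limit read from the data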
* marks the source's active call; other numbers are inactive results; . = not tested or not shown; [ ] = remark or other dose. Hits appear at their usual frequency (roughly 3.6% active in at least one column).

canonical_smiles	Mdm2 ligase inh	Rad51 HR inh	EBV gp42 block	TNF death inh	eIF4E-4G inh	KCC2 mod	L929 necroptosis	PERK inhibitor	m-calpain inh
Cc1cccc(-c2cc3nc(C)cc(NCCCn4ccnc4)n3n2)c1	-15	4	-16	3.4	-1	-0.071	0.4	-1.5	-165
CC1CCC(NC(=O)C(Cc2ccccc2)n2cccc2)CC1 (stereo unspecified)	.	.	-9	-0.7	1	-0.13	-0.2	1.2	-14
CCCS(=O)(=O)N1CCC(C(=O)NCc2ccc(F)cc2)CC1	-14	.	-13	1.8	-1	0.053	.	1.6	10
O=C(NN=C1CCCC1)c1[nH]c2ccc(Cl)cc2c1-c1ccccc1	5	21	7	1.5	1	-0.1	2.5	1.1	7
O=C(Nc1ccccc1)Nc1ccccc1C(=O)NCC1CC1	-9	6	-8	2.0	-3	1	0.8	-1.0	-10
Cc1scc(-c2n[nH]c(=S)n2C(C)c2ccccc2)c1C (stereo unspecified)	-12	0	-24	-0.2	1	7.7*	-0.4	0.3	23
O=S(=O)(Nc1ccc(N2CCCCC2)cc1)c1ccccc1F	-23	-15	-2	-1.7	8	-0.1	0.7	0.4	44
O=C1CSC(c2ccccc2)N1c1nnc(C23CC4CC(CC(C4)C2)C3)s1 (stereo unspecified)	-29	-4	-5	21	2	-0.52	0.1	1.7	-9
O=C(Nc1cc(Cl)ccc1O)c1snnc1-c1ccccc1	-10	-11	-6	-10	12	.	1.6	-0.6	12
CC1CC(C)CN(C(=O)c2ccc(NC(=O)c3ccc(=O)[nH]c3)cc2)C1 (stereo unspecified)	.	.	-16	0.1	2	0.16	.	2.5	29
O=C(Nc1ccc(S(=O)(=O)N2CCCCCC2)cc1)c1ccc(Br)o1	19	-4	-5	-4.8	-9[fluorescence artefact?]	.	6.0	-1.6	55*
O=C(c1cccc([N+](=O)[O-])c1)c1cc2ccccc2o1	-3	13	-2	0.7	7[fluorescence artefact?]	0.99	0.7	0.6	5

Compounds shown so far containing sulfur, in the order listed:
canonical_smiles	Mdm2 ligase inh	Rad51 HR inh	EBV gp42 block	TNF death inh	eIF4E-4G inh	KCC2 mod	L929 necroptosis	PERK inhibitor	m-calpain inh
CCCS(=O)(=O)N1CCC(C(=O)NCc2ccc(F)cc2)CC1	-14	.	-13	1.8	-1	0.053	.	1.6	10
Cc1scc(-c2n[nH]c(=S)n2C(C)c2ccccc2)c1C (stereo unspecified)	-12	0	-24	-0.2	1	7.7*	-0.4	0.3	23
O=S(=O)(Nc1ccc(N2CCCCC2)cc1)c1ccccc1F	-23	-15	-2	-1.7	8	-0.1	0.7	0.4	44
O=C1CSC(c2ccccc2)N1c1nnc(C23CC4CC(CC(C4)C2)C3)s1 (stereo unspecified)	-29	-4	-5	21	2	-0.52	0.1	1.7	-9
O=C(Nc1cc(Cl)ccc1O)c1snnc1-c1ccccc1	-10	-11	-6	-10	12	.	1.6	-0.6	12
O=C(Nc1ccc(S(=O)(=O)N2CCCCCC2)cc1)c1ccc(Br)o1	19	-4	-5	-4.8	-9[fluorescence artefact?]	.	6.0	-1.6	55*

Other entries follow:
canonical_smiles	Mdm2 ligase inh	Rad51 HR inh	EBV gp42 block	TNF death inh	eIF4E-4G inh	KCC2 mod	L929 necroptosis	PERK inhibitor	m-calpain inh
CC(=O)N(CN1C(=O)c2ccccc2C1=O)c1cccc(C)c1	-9	-3	7	0.4	4	-0.064	0.4	0.2	-10
Cc1ccc(-c2c3c(=O)n(C)c(=O)n(C)c3cn2Cc2cccnc2)cc1	2	-1	-26	-1.0	-9	0.39	0.1	0.3	-17
Cc1ccc(-c2nn(CC(=O)NCc3cc(-c4nn(C)c(=O)c5ccccc45)ccc3C)c(=O)c3ccccc23)cc1	-44	.	-46	-1.8	26	-0.7	0.4	0.3	-53
O=C(COc1ccc(/C=N/NC(=O)C(=O)N2CCCCCC2)cc1)Nc1ccccc1Cl	-12	-5	-3	0.3	10	0.23	78*	0.2	17
CCOC(=O)CCc1c(C)c2ccc(OCC(=O)OC(C)C)cc2oc1=O	15	-6	1	-0.2	4	-0.2	-0.1	-0.3	-400
COc1cc(NC(=O)C2CC2)c(OC)cc1NC(=O)CCC(=O)NC1CCN(Cc2ccccc2)CC1	-4	.	-4	0.8	-3	-0.83	0.2	0.2	-6
CCC(=O)N(CCC(Cc1ccccc1)c1ccc2c(c1)OCO2)Cc1ccccc1F (stereo unspecified)	-14	.	2	-3.8	-3	0.62	-0.3	-0.8	24
COC(=O)c1ccccc1NC(=O)COc1ccc(S(=O)(=O)N2CCCC2)cc1C	-14	6	-7	1.0	-13	0.37	0.2	0.9	-24
O=C(CN1C(=O)NC2(CCCCCCC2)C1=O)N1CCN(C(=O)c2ccco2)CC1	-20	-1	-12	1.3	3[fluorescence artefact?]	-0.67	0.9	-0.5	9
CCN(CC)c1ccc(C(=O)c2cnc(/N=C/N(C)C)s2)cc1	-8	-5	-14	2.9	-2	-1.5	25	-0.5	-7
CC1(C)Cc2c(sc3nc(-c4ccccc4)oc(=O)c23)CO1	.	.	-2	0.9	5	0.41	0.5	0.2	-17
COc1cccc(-c2nn(-c3ccccc3)cc2CN(C)C(C)c2ccncn2)c1 (stereo unspecified)	9	1	1	0.4	-2	.	1.0	-0.6	-9
CCOC(=O)c1c(C)n(CC)c2ccc(OC(=O)c3ccc([N+](=O)[O-])cc3)cc12	.	.	-9	0.5	0	0.064	2.6	-0.1	0
COc1ccccc1-c1n[nH]c(=S)n1-c1ccccc1	11	-4	-3	-4.2	-6	.	-0.4	0.8	-11
Cc1cccc(CCNC(=O)CC2C(=O)NCCN2Cc2ccc(F)c(F)c2)n1 (stereo unspecified)	-2	-6	7	-0.4	-2	0.53	0.6	1.2	-39
COc1cc(/C=N/Nc2ccccc2[N+](=O)[O-])ccc1OC(=O)c1ccccc1F	-20	7	-13	-0.8	-1	0.84	4.0	0.2	-5
COCCN(C(=O)Nc1ccc(OC)cc1OC)C1CCN(C(C)=O)CC1	-17	5	.	-1.9	.	-0.54	0.1	-0.8	.
Cc1nc2c(C)cccc2c2c1COC2	-15	28	-9	0.1	2	-0.68	-0.2	1.5	-2
Cc1ccc(OCCn2c(C)c(/C=N/n3cnnc3)c3ccccc32)cc1	-11	8	-11	-2.9	0	-0.46	-0.3	-0.7	-3
COC(=O)C1=C(NC(=O)C2CCCCC2)CCS1	-4	1	-30	1.2	3[fluorescence artefact?]	0.99	-0.1	0.5	26
COC(=O)CSc1ncc(C#N)c(N)n1	-11	-4	2	1.5	7	0.46	1.8	0.8	-6
O=C(O)Cc1sc(-c2ccccc2Cl)nc1-c1ccccc1	5	8	0	-0.1	-3	-1.6	7.5	1.6	-25
O=C(Nc1nncs1)c1ccccc1NS(=O)(=O)c1cccs1	-12	6	5	-0.7	1	-1.7	0.6	1.1	-484
Cc1cccc(NC(=O)NCC(c2ccco2)N2CCCCC2)c1 (stereo unspecified)	-2	-25	-6	1.5	-2	-0.42	44	-0.5	-16
Fc1cccc(-n2c(-c3cccs3)nc3nc4ccccc4nc32)c1	.	10	-1	-0.8	9	0.00057	-0.9	1.1	-117
O=C(NCCCN1CCOCC1)/C(=C/c1cccnc1)NC(=O)c1ccccc1	-8	1	0	-0.1	0	1.6	0.7	1.6	-18
CCn1c(CNc2ccc(Cl)cc2)nnc1SCC#N	5	-7	3	1.8	0	-0.17	2.0	0.3	-34
COc1ccc(NC(=O)c2ccc3c(c2)C(=O)N(Cc2cccnc2)C3=O)cc1	-6	4	-20	1.2	-27	1	-0.4	0.7	-11
CCCC(c1nnnn1CCOC)N1CCN(c2cccc(OC)c2)CC1 (stereo unspecified)	-2	-2	-10	1.1	0[fluorescence artefact?]	0.36	-0.3	-1.0	-8
O=C(NNC(=O)C1CC1c1ccccc1)c1ccccc1F (stereo unspecified)	12	-7	-1	-0.1	-2	.	3.6	-0.8	6
O=C(NCCCN1CCOCC1)c1csc2c1CCCC2	.	-5	-6	1.1	-6	-0.32	-0.1	-0.5	-39
COc1ccccc1C1C2=C(N=C3SCC(=O)N31)c1ccccc1CC2 (stereo unspecified)	-1	-14	-3	-0.9	2	1	0.4	2.1	3
CCOc1ccc2nc(Cl)c(CN(C(C)=O)C3CCCCC3)cc2c1	5	-10	-11	-0.4	3	-0.58	1.4	-0.3	28
CCn1c(CCNC(=O)c2ccc(Cl)c(Cl)c2)nnc1SCCOc1ccc(OC)cc1	-14	4	-10	-0.8	-1	.	-0.4	-1.0	-33
Cn1cc(CNC(=O)C2CCCCC2)cn1	-25	6	-18	0.4	-7[fluorescence artefact?]	-0.065	-0.1	1.0	-11
COc1ccc(C(=O)NCCn2ccc3ccccc32)cc1	-16	2	-7	0.8	4[fluorescence artefact?]	0.026	0.3	-0.1	-29
Cc1cccc(N=C2NC(=O)CS2)c1C	-16	4	7	-0.3	6	-0.018	0.1	1.4	22
COc1ccc(-c2cc(C(F)(F)F)nc(-n3cc(Cl)cn3)n2)cc1	-3	-2	-6	2.2	-3	.	0.0	-0.1	-155
CCC(C)Sc1nc2c(c(=O)n1C)SC(C)C2 (stereo unspecified)	-4	2	-20	-1.3	-2	-1.1	-1.3	1.5	0
O=C(N/N=C/c1ccc2nccnc2c1)c1ccc(Br)cc1	.	6	-5	-1.2	-9	-0.014	-0.2	0.1	-7
Cc1ccc(C(=O)Nc2ccccc2N2CCN(C(=O)C(C)C)CC2)cc1C	-5	-8	1	-0.1	2	-0.31	3.3	-0.8	-16
CC(=O)Nc1ccc(OCC(=O)NCc2ccc3c(c2)OCO3)cc1	-11	-5	-18	0.3	3	0.26	1.5	1.3	-19
